TDP1 cell noCPT = qHTS for Inhibitors of human tyrosyl-DNA phosphodiesterase 1 (TDP1): qHTS in cells in absence of CPT; DT40 Tdp1-/- hTDP1 cells, no CPT, ATP luminescence, 48 h; Potency, µM (top dose mostly 46.2 µM), inactives show top-dose activity change, negative = growth inhibition, hits mostly inhibitors; actives 15% (n = 420,000); AID 686978, 2013; also: nearly all actives have a fitted effect of over 55% in size
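Camptothecin absent (DMSO only). Human TDP1-complemented DT40 knockout cells, 400 cells/well, 37 °C for minimum 48 hr; ATP measured via CellTiter-Glo, 30 min dark incubation, luminescence.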
KAT2A inh = GCN5L2 (KAT2A) acetyltransferase inhibition | Potency, µM (doses to about 58.9 µM), without a hit: top-dose activity change, negative = inhibition, most hits filed as inhibitors | GCN5L2 HAT assay, ThioGlo1 CoA-SH fluorescence | Q92830 | actives 0.21% (n = 390,000)
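Titration-based screen in which CoA formation is detected via maleimide probe ThioGlo1 (50uM) turning fluorescent on thiol reaction; substrates H3(1-25) 75uM and acetyl-CoA 70uM, GCN5L2 20nM, 20 min incubation at room temperature.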
TDP1 block = TDP1 (human) enzyme inhibition. Potency, µM (top dose mostly 130 µM), for inactives: at the highest dose activity change, negative = inhibition, hits mostly inhibitors. recombinant TDP1, AlphaScreen DNA substrate cleavage. AID 485290. Q9NUW8. actives 0.28% (n = 350,000); also: nearly all actives have a fitted effect of over 40% in size
Target sequence (Q9NUW8 whole entry, looked up): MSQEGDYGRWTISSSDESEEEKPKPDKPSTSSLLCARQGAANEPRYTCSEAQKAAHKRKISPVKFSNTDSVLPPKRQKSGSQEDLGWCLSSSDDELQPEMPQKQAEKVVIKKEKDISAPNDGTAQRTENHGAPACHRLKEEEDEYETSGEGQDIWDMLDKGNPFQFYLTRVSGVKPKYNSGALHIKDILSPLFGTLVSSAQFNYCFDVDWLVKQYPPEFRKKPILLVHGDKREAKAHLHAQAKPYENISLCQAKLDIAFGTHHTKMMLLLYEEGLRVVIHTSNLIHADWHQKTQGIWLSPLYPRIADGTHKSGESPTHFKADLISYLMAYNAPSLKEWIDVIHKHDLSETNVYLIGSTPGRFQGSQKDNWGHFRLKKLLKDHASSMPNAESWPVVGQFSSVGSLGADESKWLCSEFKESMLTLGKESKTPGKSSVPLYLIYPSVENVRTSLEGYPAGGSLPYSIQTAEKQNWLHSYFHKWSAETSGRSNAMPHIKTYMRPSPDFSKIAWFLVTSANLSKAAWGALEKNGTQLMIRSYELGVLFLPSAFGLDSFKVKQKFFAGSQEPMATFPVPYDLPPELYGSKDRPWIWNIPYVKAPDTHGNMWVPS
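Here, a 5' biotin and 3' phosphotyrosine-FITC DNA oligonucleotide reports Tdp1 activity: intact substrate bridges AlphaScreen beads, while cleavage leaves a 3' phosphate and drops signal. All incubations at room temperature.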
* marks the source's active call; other numbers are inactive results; u = inconclusive; x = not tested or not shown; & = joins results of further samples; [ ] = another dose, or the depositor's remark. Calls follow the shape of the dose curve; as a rule, active = well fitted curve in the direction sought with a large enough effect; inconclusive = small, poorly fitted or top-dose-only effect, or another doubt; inactive = no such curve, though single readings can be large; an effect the other way counts as inactive or inconclusive. % is scaled to controls: 0 for no effect and ±100 for the full control effect; potency is read from the fitted curve at half-maximal effect. Not all compounds are listed, so the mix of outcomes need not match the whole.

SMILES | TDP1 cell noCPT | KAT2A inh | TDP1 block
O=C(COC(=O)c1ccc[nH]c1=O)NC1CCCCC1 | 19% | -1% | x
CCOC(=O)c1cc(C#N)c(Oc2ccccc2)nc1-c1ccccc1 | u | -4% | x
CCc1cccc(C)c1NC(=O)C(CC)Sc1nc2ccncc2[nH]1 (centres undefined) | u | -2% | 5%
CC(C)Cc1cc(C(=O)N2CCCC(C(=O)c3cc(F)ccc3F)C2)n(C)n1 (centres undefined) | -23% | -1% | 4%
COc1ccc2nc(NC(=O)NC3CCCCC3)sc2c1 | u | -2% | x
O=C(CN(Cc1ccccc1F)C(=O)Cn1nnc(-c2cccs2)n1)NCC1CCCO1 (centres undefined) | -14% | 1% | 3%
Cc1cccc(C)c1OCc1cc(C(=O)N2CCN(c3ccccc3)CC2C)no1 (centres undefined) | -53% | -26% | 5%
O=S(=O)(Nc1ccc(Cl)cn1)c1ccc(Cl)cc1 | 0% | 1% | 1%
COc1ccc(OCC(=O)Sc2ccc(C)cc2)cc1 | 23µM* | -23% | -7%
O=C(Nc1ccc(Cl)cc1)[C@@H]1[C@@H]2C(=O)N(c3ccc(Cl)cc3Cl)C(=O)[C@@H]2[C@H]2C=CC=NN21 | x | -3% | 10%
Cc1nn(C(=O)c2cccs2)c(N)c1-c1ccccc1 | -23% | -2% | 3%
COc1cc2c(cc1OC)CN(C(=O)c1cccc(S(=O)(=O)N3CCc4ccccc43)c1)CC2 | 16µM* | -6% | 2%
Cc1ccc(N(C(=O)c2csnn2)C(C(=O)NC2CCCCC2)c2ccccn2)cc1 (centres undefined) | -17% | 3% | -6%
O=C(c1cnccn1)N1CCC2(CC1)CCN(c1cccc(-c3ccccc3)c1)CC2 | u | -11% | x
Cc1ccc(S(=O)(=O)N(C)C2(C)CCS(=O)(=O)C2)cc1 (centres undefined) | -11% | -3%[0.501 µM] | -2%

Fetched by structure from the entries so far (5):
SMILES | TDP1 cell noCPT | KAT2A inh | TDP1 block
O=S(=O)(Nc1ccc(Cl)cn1)c1ccc(Cl)cc1 | 0% | 1% | 1%
O=C(CN(Cc1ccccc1F)C(=O)Cn1nnc(-c2cccs2)n1)NCC1CCCO1 (centres undefined) | -14% | 1% | 3%
COc1ccc2nc(NC(=O)NC3CCCCC3)sc2c1 | u | -2% | x
O=C(COC(=O)c1ccc[nH]c1=O)NC1CCCCC1 | 19% | -1% | x
Cc1ccc(N(C(=O)c2csnn2)C(C(=O)NC2CCCCC2)c2ccccn2)cc1 (centres undefined) | -17% | 3% | -6%

(list continues)
SMILES | TDP1 cell noCPT | KAT2A inh | TDP1 block
CCOCCc1nn2c(=O)cc(COC(=O)c3ccccc3OC)nc2s1 | u | 8% | 5%
CC(C)OC(=O)Cn1nc(C(c2ccccc2)c2ccccc2)oc1=O | u | 0% | x
COc1ccc(S(=O)(=O)N2CCCCCC2)cc1C(=O)N(C)Cc1ccccc1F | u | 1% | 3%
CN(C)C1=NCCN1CCc1cccc(F)c1 | 3% | -1% | x
COc1ccc(CCN2C(=O)CC(NNc3ccc([N+](=O)[O-])cc3)C2=O)cc1OC (centres undefined) | 21µM* | 6% | -4%
CCN(CC)CCN(C(=O)c1ccc2c(c1)CCCC2)c1nc2ccc(OC)cc2s1 | u | -3% | 11%
CCc1cccc(NC(=O)COC(=O)c2cc(=O)c3ccccc3o2)c1 | 0% | -9% | -12%
CCOC(=O)Cn1c(=O)n(Cc2ccc(C)cc2)c(=O)c2cccnc21 | u | -2% | x
O=C(OCc1cc(=O)n2nc(-c3cccs3)sc2n1)c1ccc(F)cc1 | -15% | -2% | -1%
Cc1cc(N)ccc1N1CCCC1 | u | u | 4%
CCOC(=O)SC1=N/C(=C\c2ccc(N(C)C)cc2)C(=O)S1 | -14% | -8% | 9%
NS(=O)(=O)c1ccc(S(=O)(=O)N(Cc2ccccc2F)CC2CCCO2)cc1 (centres undefined) | -17% | -13% | 4%
Cc1cc(NC(=O)CC2CCCC2)n(-c2nc3ccccc3[nH]2)n1 | 21µM* | -4% | 3%
Nc1cccc(-c2cn3cccnc3n2)c1 | u | -4% | -1%
N#CCCN(C(=O)COC(=O)c1ccc2c(=O)n3c(nc2c1)CCC3)c1ccc(F)cc1 | -26% | 14% | -5%

In the list so far, three have an NH in an aromatic ring.
SMILES | TDP1 cell noCPT | KAT2A inh | TDP1 block
O=C(COC(=O)c1ccc[nH]c1=O)NC1CCCCC1 | 19% | -1% | x
CCc1cccc(C)c1NC(=O)C(CC)Sc1nc2ccncc2[nH]1 (centres undefined) | u | -2% | 5%
Cc1cc(NC(=O)CC2CCCC2)n(-c2nc3ccccc3[nH]2)n1 | 21µM* | -4% | 3%

Carrying on.
SMILES | TDP1 cell noCPT | KAT2A inh | TDP1 block
Clc1nnc(N/N=C/c2ccccc2)c2ccccc12 | u | -6%[0.501 µM] | 8%
CCOC(=O)c1c(N)sc(C(=O)Nc2ccc3c(c2)OCO3)c1C | u | -8% | -9%
COc1ccccc1N1CCN(CCCCN2C(=O)c3ccccc3C2=O)CC1 | 2%&-19%&-16% | -1% | 2%&13%&11%
CCOc1ccccc1C(=O)Nc1ccc(S(=O)(=O)N2CCN(C)CC2)cc1 | -15% | 0% | 0%
C[C@@H]1[C@H](O)C[C@@]23COC(=O)C2=CCC[C@@H]3[C@@]1(C)CC/C(=C/CO)CO | -10% | -14% | x
O=C(NC12CC3CC(CC(C3)C1)C2)N(Cc1ccccc1)Cc1ccncc1 | 18µM* | 15% | 3%
COc1ccc2[nH]cc(CCNC(C)=O)c2c1 | 3%&18%&-8%&-2% | -1% | 12%[56.1 µM]
CCOc1ccc(NC(=O)CSc2ncc3c(n2)-c2ccccc2N(C)S3(=O)=O)cc1 | 6% | -2% | 3%
CC(C)c1ccc(N=C2NN=C(c3cccs3)CS2)cc1 | u | -4% | 9%
Cc1ccccc1NC(=O)c1ccc(CNS(=O)(=O)c2ccc3c(c2)C(C)(C)C(=O)N3C)cc1 | u | -6% | 3%
Cc1c(-c2ccccc2)nc2ccccc2c1C(=O)O | -19% | -5% | 4%
COc1ccc(OCC(=O)Nc2ccccc2Cl)cc1 | 19% | -1% | 0%
CS(=O)(=O)c1cccc(C(=O)NCc2ccccc2)c1 | -20% | 4% | 3%
Cn1cncc1C#Cc1ccc2c(=O)c3ccccc3oc2c1 | u | -4% | x
CCOc1ccccc1N(C)C(=O)c1cc(S(=O)(=O)NCCc2ccc(Cl)cc2)ccc1F | u | -21% | 0%
O=C(O)c1sc2cc(C(F)(F)F)cnc2c1-c1ccccc1 | -12% | -9% | 2%
CCOC(=O)c1cnc2c(C)cc(Cl)cc2c1N1CCN(C)CC1 | u | u | x
COc1ccc2c(c1)C(=NN)c1cc(OC)ccc1-2 | u | -5% | 2%
COc1cccc(NC(=O)Cn2c(=O)n(CCCC(=O)NCc3ccc4c(c3)OCO4)c(=O)c3ccccc32)c1 | -3% | 3% | 5%
COc1ccc(C(=O)Nn2cc3c(c2-c2ccccc2)c(=O)n(C)c(=O)n3C)cc1 | -5% | -3% | 3%
CC(C)c1noc(-c2ccccc2OCC(=O)Nc2ccc([N+](=O)[O-])cc2)n1 | -13% | -3% | 0%
O=C(Nc1cccc(-c2cn3ccccc3n2)c1)c1cccc(Cl)c1 | 18µM* | -7% | 2%
CC1=NN(C(N)=S)C(=O)C1N=Nc1ccccc1C (centres undefined) | 1.6µM* | -3% | 2%[56.1 µM]
COc1ccc(S(=O)(=O)/N=C2/NC(=O)/C(=C\c3ccco3)S2)cc1 | u | -18% | 1%
N#Cc1ccc(CN2CCCC3(CCN(C(=O)c4cnccn4)CC3)C2)cc1 | 5% | -1% | x
O=C(COC(=O)/C=C/c1cccs1)NC(c1ccccc1)c1ccccc1 | u | -5% | 5%
COCCn1c(=S)[nH]c2cc(C(=O)NCCCN3CCOCC3)ccc2c1=O | -4% | 2% | 5%
CC(C)c1ccc(S(=O)(=O)Nc2ccc(N3CCOCC3)cc2)cc1 | u | -1% | 18%
CC[C@@]1(c2ccccc2)NC(=O)NC1=O | x | 41%[activator] | 4%
CCS(=O)(=O)/N=C(\N)c1ccccc1 | -10% | 0% | 0%

Just KAT2A inh and TDP1 cell noCPT, for four of the compounds above:
compound,KAT2A inh,TDP1 cell noCPT
O=C(COC(=O)/C=C/c1cccs1)NC(c1ccccc1)c1ccccc1,-5%,u
O=C(Nc1cccc(-c2cn3ccccc3n2)c1)c1cccc(Cl)c1,-7%,18µM*
COc1ccc2c(c1)C(=NN)c1cc(OC)ccc1-2,-5%,u
CC(C)c1noc(-c2ccccc2OCC(=O)Nc2ccc([N+](=O)[O-])cc2)n1,-3%,-13%

Going on with the list.
SMILES | TDP1 cell noCPT | KAT2A inh | TDP1 block
COCc1cc(C)n(CC(=O)NCc2ccccc2)c(=O)c1C#N | 19% | 1% | 6%
CNC(=O)Nc1cccc(-c2cc(-c3c(Cl)cccc3Cl)no2)c1 | -20% | -10% | 1%
CNC(=S)N1N=C(c2ccccc2)CC1c1ccc(Br)cc1 (centres undefined) | -23% | -8% | 3%
Cn1c(=N)n(CC(=O)c2ccc(Br)s2)c2ccccc21 | 18µM* | -5%[0.501 µM] | -2%
CN(C)S(=O)(=O)c1ccc(NC(=O)COc2cccc3c2OC(C)(C)C3)cc1 | u | -12% | 0%
Cc1noc(C)c1CNCc1ccccc1 | 10% | -22% | x
CCc1ccc(CNC(=O)c2ccc(-c3nc(CS(=O)(=O)c4ccccc4)c(C)o3)cc2)cc1 | u | -5% | 6%
Cc1cc(NC(=O)c2ccc([N+](=O)[O-])cc2Cl)ccc1NC(=O)c1ccco1 | -2% | -1% | -5%
O=C(OCC(=O)N1CCc2ccccc2C1)c1ccc(Cl)c([N+](=O)[O-])c1 | -8% | -3% | 4%
O=C(c1cc(C(F)(F)F)cc(C(F)(F)F)c1)N1CCC2(CCCN(c3ccncc3)C2)CC1 | 21µM* | -21% | x
CCc1ccc(CNC(=O)c2sc3ncnc(N(C)C4CCCCC4)c3c2C)cc1 | u | 3% | 2%
CC(=O)c1ccc(NC(=O)CCNC(=O)c2ccccc2Cl)cc1 | -9% | -2% | 3%
COc1ccc(N2CC(C(=O)N3CCN(c4ccccc4)CC3)CC2=O)cc1 (centres undefined) | u | -5% | 3%
Cc1cc(C(=O)CSc2nnc(-c3ccc4c(c3)OCO4)o2)c(C)n1-c1ccc(F)cc1 | -2% | -7% | 3%
CCCCOc1ccc(C(=O)Nc2cccc(-n3cnnn3)c2)cc1OC | -26% | -10% | 2%
CCOc1nc(-c2ccccc2)c2cc(C)ccc2n1 | u | -9% | -10%
C/C=C/C(=O)OCC(=O)Nc1cc([N+](=O)[O-])ccc1Cl | -1% | -3% | 5%
Cc1ccc(CN2c3ccccc3-c3nc(SCC(=O)NCc4ccccc4)ncc3S2(=O)=O)cc1 | -7% | 13% | 0%
CCCCOC(=O)CSc1nnc(-c2ccc(C)cc2)o1 | -26% | -3% | 0%[12.3 µM]
O=[N+]([O-])c1ccccc1N/N=C/c1cc2ccccc2nc1Cl | u | 2% | -5%
